Screening results: PubChem, Sanford-Burnham Center for Chemical Genomics
Rat MKP-3 inhibitors – MKP-3 phosphatase inhibitors, primary screen, biochemical, rat enzyme, in vitro (AID 425); recombinant MKP-3 phosphatase activity, fluorescence; higher % means a stronger effect; inhibition, % at 20 µM, or IC50 in µM where a hit was titrated; actives 0.17% (n = 110,000); in the data active = inhibition above about 50%;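 also: plate controls were vehicle for no effect and reference inhibitor for full effect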
Hsp70 inhibitors – Hsp70 inhibitors, probe displacement, primary screen, biochemical, fluorescence polarization (AID 583); displacement, % at 20 µM; hits with a dose series show IC50 in µM; Hsp70 fluorescence polarization probe displacement, mP; higher % means a stronger effect; actives 0.06% (n = 140,000); in the data active = displacement above about 50%;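 also: plate controls were vehicle for no effect and reference ligand for full effect; a part of the inactive calls stands beside numbers as strong as those of hits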
* hit, by the source's call; / = no result given; & = joins results of further samples; ! = a repeat was not active. The list is partial; the hit share may differ from the screen's.

cpd	mol	Rat MKP-3 inhibitors	Hsp70 inhibitors
1	COc1ccc(S(=O)(=O)NC2CCCCC2)cc1Br	4%	-3.3%
2	CC1=CC(c2ccc(Cl)cc2)n2nc(NS(=O)(=O)c3ccc(C)cc3)nc2N1 (stereo not given)	/	-3.0%
3	Cn1c(N)c(/C=N/Nc2ccccc2)c(=O)n(C)c1=O	1%	14%
4	CCCOC(=O)Nc1sc2c(c1C(=O)OCC)CCC2	2%	2.1%
5	COC(=O)c1c(C)oc2ccc(OCc3ccc(Cl)cc3)cc12	5%	0.2%
6	CCOC(=O)c1cnc(-n2cc(C)cn2)nc1Nc1ccccc1OCC	-1%	0.0%
7	O=C1c2ccccc2C(=O)N1OCCOCCOCCON1C(=O)c2ccccc2C1=O	-11%	-1.5%
8	Cc1ccc(N2CCN(/N=C\c3ccccc3OCC(=O)O)CC2)cc1	6%	-9.7%
9	CCOC(=O)c1sc(NC(=O)CSc2nnc3c4ccccc4n(CC)c3n2)nc1C	-8%	-2.3%
10	CC1(C)CC(=O)C(=C2C=C(c3ccccc3)OC(c3ccccc3)=C2)C(=O)C1	0%	108%
11	c1ccc2c(c1)nc1n2CCS1	4%	1.8%
12	O=[N+]([O-])c1ccc(Cl)c(S(=O)(=O)Nc2cc(Cl)ccc2Cl)c1	2%	2.2%
13	COc1cc(Br)cc(/C=C2\C(=O)NC(=O)N(c3cc(C)cc(C)c3)C2=O)c1OC	2%	3.4%
14	Cc1ccc(C2=NNC(c3ccc(Cl)cc3Cl)S2)cc1 (stereo not given)	-2%	-0.1%
15	O=S(=O)(c1ccc2c(c1)OCCO2)N1CCC(n2cnc3cc(F)ccc32)CC1	-3%	-1.9%
16	COCCNC(=O)CC(NS(=O)(=O)c1ccc(C)cc1)c1ccco1 (stereo not given)	7%	-6.3%
17	CCC(C)(C)NC(=O)C(c1cccnc1)N(CCOC)C(=O)Cn1nnc2ccccc21 (stereo not given)	-3%	-5.2%
18	COc1ccc(OC)c(NS(=O)(=O)c2ccc(NC(=O)C3COc4ccccc4O3)cc2)c1 (stereo not given)	-13%	/
19	O=S(=O)(NC1CCCc2ccccc21)c1cnc[nH]1 (stereo not given)	-2%	1.8%
20	O=S(=O)(NC1CC1)c1ccc(S(=O)(=O)N2CCc3ccccc32)cc1	-2%	9.3%
21	CCCNc1nc(C)c(C(C)=O)cc1C#N	/	-1.8%
22	Cc1ccc(OC(=O)CCc2c(C)nc3ncnn3c2C)cc1	-10%	-2.7%
23	C=CCON1C(=O)c2ccccc2C1=O	/	-1.7%
24	CCOC(=O)C1=C(C)N(CCO)C(=O)NC1c1ccccc1 (stereo not given)	-11%	-1.5%
25	Cc1cccn2cc(CNC(=O)c3ccco3)nc12	-11%	0.5%
26	CC12CCC(C(=O)N(CSC(=S)N/N=C\c3ccccc3Cl)C1=O)C2(C)C (stereo not given)	/	-2.8%
27	CCCOc1ccc(/C=C/C(=O)c2ccc(F)cc2)cc1OCC	5%	-3.0%
28	C=CCn1c2ccccc2c2nnc(SCc3ccc4nonc4c3)nc21	-2%	0.3%
29	COc1cccc(CN2CCN(C3CCCC(C)C3)CC2)c1OC (stereo not given)	2%	1.4%
30	C=CCOc1ccc(/C=C2\C(=O)NC(C)=C2C(=O)OC)cc1	4%	-5.5%

The listing continues:
cpd	mol	Rat MKP-3 inhibitors	Hsp70 inhibitors
31	Nc1ccc2c(c1)C(=O)c1ccccc1C2=O	-3%	7.3%
32	COc1ccc(/C=C2\SC(=NCc3ccccc3)N(Cc3ccccc3)C2=O)cc1OC	2%	-1.6%
33	Cc1cccc(NC(=O)C(=O)NCCc2ccc(F)cc2)c1C	1%	-1.5%
34	COc1cccc(OC)c1C(=O)NC1CCCCC1	-1%	-0.5%
35	O=C(c1cc2ccccc2oc1=O)N(Cc1cccs1)Cc1cccs1	/	-2.3%
36	O=C1N=C(N2CCCCC2)CN1c1ccccc1	-2%	-4.2%
37	CC(C)c1ccc(NC(=O)COC(=O)C2=COCCO2)cc1	3%	0.3%
38	CCOC(=O)c1cccc(NC(=O)CCS(=O)(=O)c2ccc(Br)s2)c1	/	8.2%
39	O=C(Nc1ccccc1)Nc1nnc(COc2ccc(Br)cc2)s1	-1%	-2.8%
40	O=c1[nH]n(Cc2ccccc2)c2ccccc12	2%	-0.1%
41	COc1ccc(C2C(C#N)=C(SCC(=O)Nc3ccc(C)cc3)NC3=C2C(=O)CC(C)(C)C3)cc1 (stereo not given)	/	-22%
42	COc1ccc(CC2S/C(=N\N=C\c3ccc(C(C)C)cc3)NC2=O)cc1 (stereo not given)	-1%	-1.0%
43	COc1ccc(C2CC(=O)C3=C(C2)Nc2ccccc2NC3c2c[nH]c3ccccc23)cc1 (stereo not given)	1%	1.8%
44	C=CCn1c(=N)c(C(=O)OCC)cc2c(=O)n3cc(C)ccc3nc21	-17%	4.3%
45	O=C(NCC1CCCO1)NC12CC3CC(CC(C3)C1)C2 (stereo not given)	-9%	-2.0%
46	O=C(OCc1cc(Cl)ccc1OC(F)F)c1cc(S(=O)(=O)O)ccc1O	-12%	1.2%
47	COC(=O)c1ccccc1NC(=O)Cn1cnc([N+](=O)[O-])n1	-2%	-2.2%
48	O=C(Nc1ccc(N2CCOCC2)cc1)c1cccc(S(=O)(=O)N2CCCC2)c1	0%	5.7%
49	Cc1cc(NC(=O)C2CCCC2)nc2c1c(=O)oc1ccccc12	-5%	-13%
50	COCCNC(=O)c1ccc([N+](=O)[O-])cc1	-4%	-3.4%
51	CC(C)(C)c1ccc(-c2noc(CCC(N)=O)n2)cc1	0%	-1.4%
52	Cc1cc(N2CCN(C3CCCC3)CC2)n2nc(C)c(-c3ccccc3)c2n1	1%	0.1%
53	CCOC(=O)CSc1ccc2nnc(-c3cccnc3)n2n1	-10%	-0.7%
54	N#C/C(=C\c1c[nH]c2ccccc12)c1nn(CCO)c(N)c1C#N	0%	-4.1%
55	COc1cccc(C(=O)Nc2cccc(C(=O)N3CCOCC3)c2)c1	-2%	7.2%
56	Cc1ccc([N+](=O)[O-])cc1NC(=O)COc1ccc(C(C)(C)C)cc1	-6%	3.9%
57	Cc1cccc(CN2CCN(C(=O)c3ccncc3)CC2)c1	3%	1.6%
58	CCn1nnnc1SCC(=O)Nc1ccc2c(c1)OCO2	/	-2.8%
59	O=C(NCc1ccco1)c1ccc(CS(=O)(=O)Cc2ccc(Cl)cc2)o1	-2%	-12%
60	COc1ccc(Br)cc1C(=O)Nc1ccc2oc(-c3ccccc3F)nc2c1	7%	-20%

Screen by screen, quoted from above.
Nos. 42–51 in Hsp70 inhibitors, in turn: -1.0%, 1.8%, 4.3%, -2.0%, 1.2%, -2.2%, 5.7%, -13%, -3.4%, -1.4%

Shown with values ahead of the structure: entries from further up
cpd	Rat MKP-3 inhibitors	Hsp70 inhibitors	compound
30	4%	-5.5%	C=CCOc1ccc(/C=C2\C(=O)NC(C)=C2C(=O)OC)cc1
17	-3%	-5.2%	CCC(C)(C)NC(=O)C(c1cccnc1)N(CCOC)C(=O)Cn1nnc2ccccc21 (stereo not given)

The listing picks up, starting two compounds before the break.
cpd	mol	Rat MKP-3 inhibitors	Hsp70 inhibitors
59	O=C(NCc1ccco1)c1ccc(CS(=O)(=O)Cc2ccc(Cl)cc2)o1	-2%	-12%
60	COc1ccc(Br)cc1C(=O)Nc1ccc2oc(-c3ccccc3F)nc2c1	7%	-20%
61	COc1ccc(Br)cc1CNC(=O)CCc1nc(-c2ccc(C)cc2)no1	-1%	-1.3%
62	CCn1nnnc1SCC(=O)N1CCCc2ccccc21	/	0.9%
63	COc1ccccc1C(=O)NCC1CCN(c2ccc(S(=O)(=O)N3CCOCC3)cc2)CC1	/	-0.9%
64	CCOC(=O)C1CCCN(CCC(C)c2ccccc2)C1 (stereo not given)	-1%	10%
65	CCCCCC(=O)Nc1ccc(Cl)cn1	3%	3.5%
66	CCOC(=O)NC1CCS(=O)(=O)C1 (stereo not given)	6%	2.2%
67	O=C(Nc1nc2ccccc2[nH]1)c1ccccc1	/	6.1%
68	COc1cc(CN2CCN(C(=O)CC(C)C)CC2)cc(OC)c1OC	-7%	7.6%
69	O=C(CN1C(=O)NC2(CCCCCCC2)C1=O)N1CCOCC1	-12%	5.7%
70	COc1ccc(NS(=O)(=O)c2ccc(NC(=O)C(C)(C(F)(F)F)C(F)(F)F)cc2)nn1	-15%	-9.6%
71	CCOC(=O)C1CCCN(C(=O)CN2C(=O)C(CC)Oc3ccc(C)cc32)C1 (stereo not given)	-2%	6.1%
72	Cc1ccc(CSc2nnc(-c3cccnc3)n2N)cc1	/	-2.3%
73	CC(=O)c1ccc(OCC(O)CN(C)Cc2cccs2)cc1 (stereo not given)	-9%	2.2%
74	Cc1cc(=O)n2[nH]c(C)c(-c3ccccc3)c2n1	73%*!	1.8%&5.6%
75	Cc1ccc(/C=c2\sc3nc(-c4cccs4)nn3c2=O)o1	-1%	-27%
76	COc1ccc(C2/C(=C(\O)c3ccccc3)C(=O)C(=O)N2CCN(C)C)cc1OC (stereo not given)	2%	1.9%
77	COCCCNC(=O)Cn1cc(C(=O)C2CC2)c2ccccc21	-4%	-4.5%
78	Cc1cccc(C)c1OCC(=O)N/N=C/c1ccccc1[N+](=O)[O-]	1%	-3.6%
79	Cc1cc(C)c(C)c(S(=O)(=O)N2CCN(CC(=O)NC(=O)NCc3ccccc3)CC2)c1C	/	0.6%
80	CCC(=O)c1ccc(N2CCN(C(=O)c3ccccc3Br)CC2)c(F)c1	4%	1.9%
81	CCc1nc(NC(C)C)c2oc3ccccc3c2n1	-10%	1.4%
82	COc1cc(C(=O)O/N=C2\CCCc3c2ccc(OC)c3[N+](=O)[O-])cc(OC)c1OC	2%	1.9%&7.2%
83	Cc1ccc(C2C3C(=O)N(c4cccc(C)c4)C(=O)C3N3CCCN23)cc1 (stereo not given)	2%	-3.7%
84	S=c1[nH]nc(-c2cccc(Br)c2)o1	-6%	2.3%
85	COc1ccc(OC)c(/C=C/c2[nH]c(=O)[nH]c(=O)c2[N+](=O)[O-])c1	0%	12%
86	COc1ccc(NC(=O)CN(c2ccc(C(C)C)cc2)S(=O)(=O)c2ccccc2)cc1	-1%	1.1%
87	Cc1ccc2nc(SCC(=O)Nc3cc(C(F)(F)F)ccc3N3CCOCC3)[nH]c2c1	/	-0.8%
88	O=C(Cn1nnc(-c2ccccc2-n2cnnn2)n1)NCc1ccccc1	-3%	-3.6%
89	O=C(Nc1cc(Cl)ccc1O)c1ccc([N+](=O)[O-])cc1	3%	4.8%
90	C(=N\N1CCN(c2ccccc2)CC1)/c1ccc(OCc2ccccc2)cc1	3%	-3.2%

Additional entries follow.
cpd	mol	Rat MKP-3 inhibitors	Hsp70 inhibitors
91	COc1ccc(-c2noc(CCC(=O)NCC3CCN(Cc4cccc(C)c4)CC3)n2)cc1	4%	/
92	Nc1ncnc(Nc2ccccc2C(F)(F)F)n1	-12%	-0.3%
93	O=C(Nc1nnc(-c2ccc(Cl)cc2Cl)s1)c1ccccc1Br	0%	4.3%
94	O=c1c(F)cn(Cc2ccccc2)c(=O)n1Cc1ccccc1	6%	-4.2%
95	CCOC(=O)CSc1nnc(CNc2ccccc2Cl)n1-c1ccccc1	-2%	-2.0%
96	COc1cccc(CNC(=O)c2ccc3nc[nH]c3c2)c1	-2%	-0.7%
97	S=c1[nH]nc(-c2cc(-c3ccco3)[nH]n2)n1-c1cccc2ccccc12	/	3.8%
98	O=C1/C(=C\c2c(Cl)cccc2Cl)SC(=S)N1c1ccc(F)cc1	-2%	-0.4%
99	CSCC[C@@H](Nc1nc(-c2ccccc2)nc2c1oc1ccccc12)C(=O)O	1%	6.0%
100	OC(COc1ccc(Br)cc1)CN1CCOCC1 (stereo not given)	-9%	3.8%
101	COc1ccccc1/C=C1/C(=O)NC(=O)N(c2ccccc2OC)C1=O	-1%	3.2%
102	Cc1ccc(/C=N/NC(=O)C(=O)NC(C)(C)C)cc1	-4%	0.6%
103	COc1ccc(N2CCN(C(=O)Nc3cccc(C(F)(F)F)c3)CC2)cc1	/	2.3%
104	CC(=O)NC1(C(F)(F)F)C(=O)Nc2c1c(=O)[nH]c(=O)n2Cc1ccco1 (stereo not given)	-22%	5.5%
105	O=C(CSc1nnc(-c2cnccn2)n1Cc1ccco1)c1ccc2ccccc2c1	-8%	/
106	CCOc1ccccc1N1CCN(C(=O)c2ccccc2)CC1	6%	2.7%
107	O=c1c2c(nc3cc(-c4ccccc4Cl)[nH]n13)CCC2	1%	-2.8%
108	CCOC(=O)c1ccc(NC(=O)COc2ccc(S(=O)(=O)N3CCCC3)cc2)cc1	/	0.1%
109	Cc1ccc(C2Nc3ccccc3NC3=C2C(=O)CC(c2ccc(Cl)cc2)C3)cc1[N+](=O)[O-] (stereo not given)	9%	-1.8%
110	O=C(Nc1ccccc1F)c1ccc(COc2ccc(Cl)cc2Cl)o1	/	-4.0%
111	c1ccc(C(c2c[nH]c3ccccc23)c2c[nH]c3ccccc23)nc1	/	1.9%
112	COc1cccc(NC(=O)C2C3C=CC4(O3)C2C(=O)N(C(C)C)C4C(=O)NC2CCCCC2C)c1 (stereo not given)	-6%	1.0%
113	C=CCN1C(=O)/C(=C\c2cccc(OCc3ccccc3)c2)SC1=S	-1%	2.5%
114	COc1ccccc1OCC(=O)Nc1sc2c(c1C(N)=O)CCC(C)C2 (stereo not given)	4%	-3.3%
115	Brc1ccc(-n2cccc2/C=N/n2cnnc2)cc1	/	-4.3%
116	O=S(=O)(Nc1ccc(Cl)c(C(F)(F)F)c1)c1cnc[nH]1	1%	2.7%
117	Cc1csc2ncc(C(=O)NCc3ccccn3)c(=O)n12	-1%	8.8%
